Screens as filed in PubChem.
NLRP3 yeast inh – inhibitors of NALP3 inflammasome in yeast; inhibition, % at 10 µM; 330,000 compounds, 0.39% hits; Yeast reconstituted NLRP3/ASC/caspase-1, beta-gal luminescence, 24 h;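 active = inhibition of 50% or more; inactive = inhibition below 50%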;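 also: plate controls were induced DMSO wells for no effect and uninduced yeast grown without galactose for full effect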
ATG4B inhibitor – blocks human ATG4B protease cleavage of LC3 substrate. ATG4B cleavage of LC3-PLA2, NBD-HPC fluorescence, 1 h. inhibition, % at 8.33 µM. 340,000 compounds, 0.51% hits. AID 504462; in the data active = inhibition above about 40%
tim10-1 inh – tim10-1 yeast growth inhibition. S. cerevisiae tim10-1 ts strain growth, BacTiter-Glo, 24 h. 330,000 compounds, 2.2% hits. inhibition, % at 20 µM;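 active = inhibition of at least 40%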;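 also: mutant grown at 25 °C; 0% = DMSO wells with yeast and 100% = wells holding no yeast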
mIAP act – mouse IAP activation. muIAP, CDP-Star luminescence, 30 min; active compounds read high; 1 = vehicle-only enzyme signal, 0 = enzyme-free wells. activation factor at 10 µM. 330,000 compounds, 0.24% hits. AID 2805;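 active = activation factor of at least 2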; also: the source names both 10 and 20 µM as test concentration; values of inactives mirror those of a sister screen read the other way
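System: Mouse IAP enzyme | Also added: CDP-Star substrate | Dosing: Compounds dispensed in DMSO | Schedule: 30 min enzyme-substrate-compound incubation at room temperature | Technique: Chemiluminescence readout | Control set: DMSO-only wells and no-enzyme negative control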
mIAP block – blocks mouse intestinal alkaline phosphatase | purified mouse IAP, CDP-Star luminescence, 30 min | 330,000 compounds, 0.2% hits | inhibition, % at 10 µM;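 active = inhibition of at least 40% at 10 µM in the primary screen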;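 also: plate controls were DMSO with enzyme for no effect and no enzyme wells for full effect; values of inactives mirror those of a sister screen read the other way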
Apaf-1 inh – inhibitors of human Apaf-1 apoptosome. reconstituted apoptosome caspase-3 activity, DEVD-Rh110 fluorescence. 330,000 compounds, 0.71% hits. O14727. AID 489030. inhibition, % at 20 µM; active = inhibition of at least 40% at 20 µM;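 also: plate controls were DMSO wells for no effect and DEVD-CHO caspase inhibitor wells for full effect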
Target sequence (O14727 whole entry, looked up): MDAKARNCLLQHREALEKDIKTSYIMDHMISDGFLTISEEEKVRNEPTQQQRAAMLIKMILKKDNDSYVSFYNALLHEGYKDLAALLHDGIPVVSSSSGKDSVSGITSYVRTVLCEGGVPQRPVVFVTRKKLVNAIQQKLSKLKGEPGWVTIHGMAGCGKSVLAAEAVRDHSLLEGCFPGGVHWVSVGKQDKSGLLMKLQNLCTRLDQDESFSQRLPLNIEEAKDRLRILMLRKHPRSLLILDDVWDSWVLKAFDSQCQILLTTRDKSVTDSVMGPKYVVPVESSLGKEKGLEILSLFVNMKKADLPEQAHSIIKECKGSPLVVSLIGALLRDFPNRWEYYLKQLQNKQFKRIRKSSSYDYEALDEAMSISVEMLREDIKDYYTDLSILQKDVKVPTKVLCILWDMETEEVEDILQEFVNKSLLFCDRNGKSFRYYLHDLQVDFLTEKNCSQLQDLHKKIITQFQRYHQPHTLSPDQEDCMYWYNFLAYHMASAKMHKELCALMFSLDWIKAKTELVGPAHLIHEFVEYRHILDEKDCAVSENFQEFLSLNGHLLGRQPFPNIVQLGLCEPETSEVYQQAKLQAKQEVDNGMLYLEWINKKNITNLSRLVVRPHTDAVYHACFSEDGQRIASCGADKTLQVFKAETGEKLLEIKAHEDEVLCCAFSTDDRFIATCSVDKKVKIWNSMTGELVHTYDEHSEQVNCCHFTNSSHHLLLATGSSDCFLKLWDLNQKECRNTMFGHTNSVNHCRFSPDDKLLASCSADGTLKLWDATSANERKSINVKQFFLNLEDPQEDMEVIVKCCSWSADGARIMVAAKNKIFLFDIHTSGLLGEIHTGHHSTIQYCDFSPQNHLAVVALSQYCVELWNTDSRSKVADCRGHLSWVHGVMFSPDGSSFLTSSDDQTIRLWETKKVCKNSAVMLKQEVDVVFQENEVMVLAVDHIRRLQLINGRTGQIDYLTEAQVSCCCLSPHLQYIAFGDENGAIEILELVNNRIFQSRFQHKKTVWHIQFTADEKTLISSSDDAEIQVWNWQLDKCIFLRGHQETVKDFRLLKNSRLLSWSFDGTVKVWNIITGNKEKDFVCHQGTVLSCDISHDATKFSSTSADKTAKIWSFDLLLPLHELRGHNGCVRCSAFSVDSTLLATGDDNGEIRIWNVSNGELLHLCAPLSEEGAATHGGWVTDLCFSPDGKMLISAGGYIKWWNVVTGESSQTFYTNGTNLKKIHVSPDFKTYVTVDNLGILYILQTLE
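System – cell-free apoptosome with Apaf-1, procaspase-3 and caspase-9 · Buffer or medium – pH 7.5 Hepes buffer with CHAPS, BSA, DTT · Also added – cytochrome c with DEVD-Rh110 · Times – 30 min compound preincubation, 50 min activation, room temperature · Technique – Rh110 fluorescence intensity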
hIAP inh – human IAP inhibition; AID 2544; 330,000 compounds, 0.12% hits; purified IAP, CDP-Star luminescence, 30 min; inhibition, % at 10 µM; P09923;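 active = inhibition reaching a set limit with compound at 10 µM in the primary screen, cut at about 35% in these data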;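 also: plate controls were DMSO wells with enzyme for no effect and no-enzyme buffer wells for full effect; values of inactives mirror those of a sister screen read the other way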
TIM10 inh – TIM10 yeast growth inhibition; inhibition, % at 10 µM; 330,000 compounds, 1.4% hits; S. cerevisiae TIM10 strain growth, BacTiter-Glo luminescence, 24 h; AID 463195;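 active = inhibition of 40% or more at the single tested concentration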;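 also: wild-type TIM10 isogenic control strain grown at permissive 25 °C; 0% = DMSO yeast wells and 100% = minimal medium wells without yeast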
hIAP activ – increases human intestinal alkaline phosphatase activity; P09923; purified human IAP, CDP-Star luminescence, 30 min; active compounds read high; 1 = vehicle-only enzyme, 0 = enzyme-free background; activation factor at 10 µM; 330,000 compounds, 0.16% hits; AID 2524;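 active = activation factor of the enzyme at least 2-fold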; also: the source names both 10 and 20 µM as test concentration; values of inactives mirror those of a sister screen read the other way
An asterisk follows results filed as active; x = no result given. Rows are unselected; 4.5% or so of the library scored in one or more.

Compound | NLRP3 yeast inh | ATG4B inhibitor | tim10-1 inh | mIAP act | mIAP block | Apaf-1 inh | hIAP inh | TIM10 inh | hIAP activ
CC[N+](CC)(CC#Cc1ccccc1)CC#Cc1ccccc1 | 17 | -7 | 10 | 1.1 | -9 | -22 | -10 | 13 | 1.1
COc1cc2[nH]c(=S)n(Cc3ccc(C)o3)c(=O)c2cc1OC | 3 | 7 | 28 | 0.89 | 11 | 7 | -22 | 7 | 1.2
Cc1cc(C)n2nc(SC(C)C(=O)Nc3ccccc3F)nc2n1 (centres undefined) | 9 | -3 | -18 | 1 | -2 | -5 | -10 | -13 | 1.1
CCc1ccc(-c2nc(CS(=O)CC(=O)NCCCN3CCOCC3)c(C)o2)cc1 (centres undefined) | 16 | 1 | -24 | 0.93 | 7 | 9 | -7 | -4 | 1.1
CCc1ccc(OCC(=O)NC(NC(=S)Nc2ccccc2OC)C(Cl)(Cl)Cl)cc1 (centres undefined) | 16 | 5 | 3 | 1.3 | -34 | 13 | -16 | -9 | 1.2
CC1CCCCN1Cc1c(O)ccc2c(=O)c(-c3ccc(Cl)cc3)coc12 (centres undefined) | 15 | -5 | 32 | 0.94 | 6 | -1 | 14 | 4 | 0.86
Cc1cc(N2C(=O)C3C4CCC(C4)C3C2=O)no1 (centres undefined) | 5 | 4 | -7 | 1 | -4 | 6 | -14 | -4 | 1.1
CC(C)(C)N(C=C(Cl)Cl)C(=O)NC1CCCCC1 | 1 | 1 | 21 | 1 | -4 | 11 | -20 | -2 | 1.2
CN(c1ccccc1C(=O)Nc1cccnc1)S(C)(=O)=O | 3 | -1 | 9 | 1.2 | -15 | -4 | -29 | -13 | 1.3
O=C(Nc1ccccc1)c1ccc(S(=O)(=O)NCc2ccco2)cc1 | 30 | -11 | -30 | 0.97 | 3 | -11 | 21 | -8 | 0.79
Cc1ccc(C(=O)N/N=C/C=C/c2ccccc2)cc1 | 28 | 2 | -16 | 0.87 | 13 | -10 | 2 | 19 | 0.98
COC(=O)c1cn(Cc2ccccn2)c(=O)c2ccccc12 | 2 | -2 | 13 | 0.99 | 1 | -8 | 5 | -2 | 0.95
CCC(C)(C)NC(=O)c1cc(C(=O)OC)cc([N+](=O)[O-])c1 | 4 | 23 | 13 | 0.92 | 8 | -3 | 11 | 3 | 0.89
CCc1cccc(NC(=O)C(NC(=O)C2CCCCC2)C(C)C)c1 (centres undefined) | 18 | 1 | 4 | 1.2 | -22 | -21 | -5 | 7 | 1
COc1ccc(NC(=O)Nc2cnccn2)cc1 | -3 | 1 | -6 | 0.89 | 11 | 1 | -8 | 4 | 1.1
COc1ccc(CCNC(=O)C2CCCN2S(=O)(=O)c2ccc(F)cc2)cc1OC (centres undefined) | -5 | 11 | 7 | 0.94 | 6 | -7 | 6 | -8 | 0.94
CC1=C(C(=O)c2ccccc2)C(c2cccc([N+](=O)[O-])c2)NC(=S)N1 (centres undefined) | 28 | -3 | 24 | 0.89 | 12 | 0 | -2 | 24 | 1
Cc1cc(Br)cc2c1NC(=O)C2(c1c(C)n(C)n(-c2ccccc2)c1=O)c1c(C)n(C)n(-c2ccccc2)c1=O | 22 | -12 | 22 | 1.1 | -6 | 18 | -3 | 3 | 1
CCCCCn1c(NC2CCCCC2)nc2c1c(=O)[nH]c(=O)n2C | 3 | 1 | 25 | 1.1 | -12 | 10 | 14 | 4 | 0.86
Cc1cc(C)cc(Oc2ccc(-c3nnc(-c4ccccc4)o3)cc2[N+](=O)[O-])c1 | 21 | 0 | 2 | 0.98 | 2 | -1 | 2 | 6 | 0.98
COCCn1nnnc1C(C(C)C)N1CCC(Cc2ccccc2)CC1 (centres undefined) | 0 | 6 | 37 | 1 | -5 | 2 | 4 | 28 | 0.96
CCOc1ccc(NS(=O)(=O)c2ccc(C(=O)NCc3ccncc3)cc2)cc1 | 18 | 7 | 1 | 0.95 | 5 | -11 | 3 | -1 | 0.97
CCOC(=O)N1CCN(C(=S)NC(=O)c2ccnn2C)CC1 | 2 | 0 | 9 | 1 | -2 | -3 | 5 | -11 | 0.95
CCN1CCN(c2nc(Nc3cccc(C)c3)nc(N)c2[N+](=O)[O-])CC1 | 12 | -1 | 18 | 1 | 0 | -6 | 4 | -15 | 0.96
CC/C(O)=C(/C#N)c1nnc2n1CCCCC2 | 5 | 2 | -9 | 0.94 | 6 | -4 | 9 | -9 | 0.91
COc1ccc(CN2CCN(C3CCC3)CC2CCO)c(C)c1C (centres undefined) | 17 | 0 | -14 | 0.95 | 5 | -12 | -36 | -9 | 1.4
CCc1ccc(NC(=O)CSc2n[nH]c(=O)n2C2CC2)cc1 | 7 | -3 | 6 | 0.94 | 6 | 1 | -8 | 6 | 1.1
CC1=CC(C)(C)N(S(=O)(=O)c2ccc(F)cc2)c2ccccc21 | -11 | 4 | 38 | 0.97 | 3 | 12 | -9 | 33 | 1.1
COC(=O)c1ccccc1NC(=O)CN(C)Cc1ccccc1 | 7 | 7 | 16 | 0.99 | 1 | 17 | -12 | -1 | 1.1
CCOC(=O)C1(CCCCCCOc2ccc(Cl)cc2)CO1 (centres undefined) | -5 | x | 9 | 0.92 | 8 | 10 | 0 | 7 | 1
CCC1CCCCN1C(=S)NC(=O)c1cc(S(=O)(=O)N2CCOCC2)ccc1C (centres undefined) | 2 | 4 | 11 | 0.94 | 6 | -15 | -20 | 17 | 1.2
O=C(NC1(C(F)(F)F)C(=O)Nc2c1c(=O)[nH]c(=O)n2Cc1ccco1)C1CC1 (centres undefined) | 19 | -8 | 15 | 1.1 | -6 | -4 | 9 | 1 | 0.91
CC1=NN(c2ccccc2)C(=O)C1N=Nc1ccccc1 (centres undefined) | 7 | -9 | 10 | 0.94 | 6 | 7 | -6 | -7 | 1.1
NC(=NCCc1ccccc1)NS(=O)(=O)c1cccs1 | 10 | -12 | -3 | 0.94 | 6 | -4 | -19 | -3 | 1.2
O=C(CCCc1c[nH]c2ccccc12)N1CCN(S(=O)(=O)c2cccs2)CC1 | 7 | -16 | 40 | 0.9 | 10 | 12 | 1 | 4 | 0.99
CCCCc1ccc(NC(=O)c2cnccn2)cc1 | 15 | 3 | 13 | 1.1 | -7 | -10 | 0 | 22 | 1
C=CCC(NCc1ccccc1)c1ccc(OC)cc1 (centres undefined) | 5 | 6 | -10 | 1.1 | -5 | 6 | 0 | -4 | 1
CC1CN(C(=O)C(C)Sc2nc3ccccc3s2)CC(C)O1 (centres undefined) | 22 | -6 | 12 | 1 | -2 | 2 | -6 | -2 | 1.1
COc1ccc(CNC(=O)/C=C/c2ccco2)cc1OC | 6 | 7 | -19 | 1 | -2 | 16 | -10 | -15 | 1.1
O=C(CSc1nnc(-c2ccccc2F)o1)NC1CCCCC1 | 0 | 0 | 13 | 1.1 | -5 | 8 | -13 | -4 | 1.1

By substructure: those above containing a thiophene ring, fused or not.
Compound | NLRP3 yeast inh | ATG4B inhibitor | tim10-1 inh | mIAP act | mIAP block | Apaf-1 inh | hIAP inh | TIM10 inh | hIAP activ
NC(=NCCc1ccccc1)NS(=O)(=O)c1cccs1 | 10 | -12 | -3 | 0.94 | 6 | -4 | -19 | -3 | 1.2
O=C(CCCc1c[nH]c2ccccc12)N1CCN(S(=O)(=O)c2cccs2)CC1 | 7 | -16 | 40 | 0.9 | 10 | 12 | 1 | 4 | 0.99

More entries:
Compound | NLRP3 yeast inh | ATG4B inhibitor | tim10-1 inh | mIAP act | mIAP block | Apaf-1 inh | hIAP inh | TIM10 inh | hIAP activ
COc1cc(CNC23CC4CC(CC(C4)C2)C3)ccc1OCc1ccccc1 | 20 | 10 | 20 | 1 | -4 | 3 | 4 | -4 | 0.96
COc1ccccc1NC(=O)COC(=O)CNC(=O)C1CCCCC1 | 7 | -4 | -9 | 1 | -3 | -7 | -7 | -11 | 1.1
c1ccc2c(c1)NCCS2 | 26 | 7 | -13 | 1.1 | -7 | -7 | -13 | 1 | 1.1
CNC(=S)Nc1cc(C)ccc1OC(F)F | -2 | 2 | 10 | 0.92 | 8 | 0 | 10 | 9 | 0.9
O=C(CC1C(=O)NCCN1Cc1c(F)cccc1Cl)NC1CCCC1 (centres undefined) | 22 | -2 | -15 | 1 | -4 | -4 | 2 | -14 | 0.98
COc1cc(NS(=O)(=O)c2ccc(NC(=S)NC(=O)/C=C/c3ccco3)cc2)ncn1 | -7 | 56* | -5 | 0.58 | 42* | 9 | 10 | 3 | 0.9
Cn1ccnc1C(=O)c1ccccc1Cl | 18 | -1 | -8 | 0.98 | 2 | -2 | -4 | 3 | 1
Cc1ccc(C2=NN(CCC(=O)NCCC(C)C)C(=O)CC2)cc1 | 22 | x | 0 | 0.99 | 1 | -7 | -6 | -6 | 1.1
CC(=O)n1cc(/C=N/NC(=O)c2cccc(O)c2)c2ccccc21 | 6 | -13 | 4 | 1 | -4 | -1 | -10 | 14 | 1.1
CNC(=O)c1cc(C(=O)c2ccc(Cl)cc2)c[nH]1 | 8 | -10 | -2 | 0.91 | 9 | 5 | -24 | 11 | 1.2
O=C(Nc1nnc(C2CCCCC2)s1)C1CC(=O)N(c2ccccc2)C1 (centres undefined) | 6 | -1 | 15 | 1 | 0 | 14 | -8 | 1 | 1.1
CCCCOc1ccc(C(O)C(CN2CCOCC2)c2ccccc2)cc1 (centres undefined) | 12 | -5 | -24 | 1 | -3 | -23 | -12 | -30 | 1.1
CCC(=O)Nc1ccccc1N1CCN(S(C)(=O)=O)CC1 | 16 | -5 | 11 | 1.1 | -5 | 8 | 7 | -11 | 0.93
CCOC(=O)C1CCN(C(=O)C2(NC(=O)NC3CCCCC3)CCCCC2)CC1 | -3 | -3 | 11 | 1.1 | -14 | 2 | -40 | 11 | 1.4
O=C(COC(=O)CCC(=O)c1cccs1)Nc1cccc(S(=O)(=O)N2CCOCC2)c1 | -4 | -6 | 6 | 0.88 | 12 | -2 | -1 | -4 | 1
CCC(=O)NC(=S)Nc1cccc(-c2nc3ncccc3o2)c1 | 27 | -5 | 21 | 0.99 | 1 | -3 | -3 | 26 | 1
CCOc1ccc(CCNC(=O)c2nnn(CC(=O)Nc3ccc(OC)c(OC)c3)c2N)cc1OCC | -15 | -11 | 6 | 0.97 | 3 | -9 | 27 | 7 | 0.73
COc1cccc(NC(=O)CN2C(=O)C(c3ccc(C)cc3)=NC23CCCCCC3)c1 | 14 | 16 | 15 | 1.1 | -9 | 7 | -3 | -2 | 1
Cc1cc(C)c2sc(N(CCN(C)C)C(=O)c3ccc4ccccc4c3)nc2c1 | 13 | 8 | 37 | 0.99 | 1 | 17 | 27 | 17 | 0.73
Cc1cccc(C)c1NC(=O)C1CCCN1C(=O)Nc1cccc(F)c1 (centres undefined) | 11 | -5 | 6 | 1 | 0 | -3 | 2 | -13 | 0.97
CCCCCCN(C(=O)CCCCCN1C(=O)NC(c2ccc(C(C)(C)C)cc2)C(C(=O)OCc2ccccc2)=C1C)C(C(=O)NCCCC)c1ccc(OCC(=O)OC)c(C(=O)OC)c1 (centres undefined) | 22 | x | 3 | 1 | -4 | 34 | 2 | 10 | 0.98
